AddAB inh: growth inhibition of E. coli expressing H. pylori AddAB, primary screen, AddAB inhibitor project, absorbance; actives 0.29% (n = 330,000); inhibition, % at 11.9 µM; in the data active = inhibition above about 12%;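 note: 0% = vehicle wells of infected cells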
PfHsp90 yeast 2: growth inhibition of PfHsp90-expressing yeast, primary screen, antimalarial PfHsp90 inhibitor project, S. cerevisiae, BacTiter-Glo luminescence, single point, set 2; inhibition, % at 9.4 µM; actives 0.32% (n = 310,000); BacTiter-Glo ATP, 48 h; yeast lacking PDR1 and PDR3 efflux regulators;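 active = every replicate shows inhibition above about 80%, whatever the replicate mean, limit read from the data; inconclusive = mean inhibition reaches the set limit but some replicate falls short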;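 note: 0% = DMSO neutral controls and 100% = 20 µM radicicol positive controls; yeast relying on Plasmodium falciparum Hsp90 in place of its own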
PvdQ inh: P. aeruginosa PvdQ acylase inhibitors, primary screen, biochemical, fluorescence, plate reader and imaging, single point; inhibition, % at 10 µM; actives 0.063% (n = 340,000); AID 488965, 2010; purified PvdQ acylase; in the data active = inhibition above about 30%, passing the limit was not always enough; inconclusive = no clear call, values can overlap the other calls;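 note: 0% = vehicle neutral wells and 100% = reference inhibitor wells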
Wnt bcat act: Wnt/beta-catenin pathway activators, primary screen, cell-based, plate reader, single point. Wnt/beta-catenin reporter cell assay, activator. activation, % at 9.35 µM. actives 1.2% (n = 300,000); in the data active = activation above about 30%, passing the limit was not always enough; inconclusive = no clear call, values can overlap the other calls;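 note: 0% = neutral control wells and 100% = positive control wells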
Tat transport: E. coli Tat export inhibitors, primary screen, MC4100, TorA-mCherry reporter, fluorescence, single point. inhibition, % at 10 µM. AID 488895, 2010. actives 0.036% (n = 340,000);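 active = mean replicate inhibition at least 50% and at least half of replicates individually reaching 50%; inconclusive = only one of the two criteria met; inactive = neither criterion met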;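 note: exported cargo escapes ClpAP degradation while cytoplasmic cargo is degraded and loses fluorescence; 0% = median of neutral control wells and 100% = median of NaSCN control wells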
Rtt109 HAT inh: inhibitors of C. albicans Rtt109/Vps75 HAT, primary screen, biochemical, ThioGlo CoA-SH fluorescence, plate reader; Histone acetyltransferase RTT109 (Candida albicans (strain SC5314 / ATCC MYA-2876)), …; purified Rtt109/Vps75, 4 h; inhibition, % at 34.9 µM; actives 0.16% (n = 330,000);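 active = inhibition of at least 50% in every replicate; inconclusive = best replicate reaches 50% inhibition but some replicates fall short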
Target sequence (Q5AAJ8 whole entry, looked up): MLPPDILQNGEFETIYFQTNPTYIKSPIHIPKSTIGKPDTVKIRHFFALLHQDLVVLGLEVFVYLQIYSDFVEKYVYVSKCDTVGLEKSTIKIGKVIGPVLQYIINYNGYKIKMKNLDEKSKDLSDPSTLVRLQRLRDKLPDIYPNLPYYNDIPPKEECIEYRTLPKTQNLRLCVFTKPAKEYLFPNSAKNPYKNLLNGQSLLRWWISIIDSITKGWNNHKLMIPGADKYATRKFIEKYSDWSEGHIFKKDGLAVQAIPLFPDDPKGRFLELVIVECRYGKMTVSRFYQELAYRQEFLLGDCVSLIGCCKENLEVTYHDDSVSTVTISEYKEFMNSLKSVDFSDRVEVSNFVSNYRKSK
DAGLB inhibitor: DAGLB lipase inhibitors, primary screen, biochemical, fluorescence, HTS; Diacylglycerol lipase-beta (Homo sapiens), Q8NCG7; HEK293T DAGLB membrane lysate, EnzChek fluorogenic substrate; inhibition, % at 5.17 µM; actives 0.059% (n = 340,000); in the data active = inhibition above about 34%;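 note: 0% = enzyme with vehicle and 100% = wells lacking enzyme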
phage Ecoli inh: growth loss of phage-infected E. coli, primary screen, RecBCD inhibitor project, absorbance, with phage, HTS | inhibition, % at 11.9 µM | actives 0.26% (n = 360,000); in the data active = inhibition above about 11%
E coli growth: E. coli V3065 growth inhibition, primary screen, counter-screen for AddAB inhibitor project, absorbance, OD600; actives 0.27% (n = 330,000); inhibition, % at 11.9 µM; 18 h;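 active = inhibition above the campaign's mean inhibition across all tested compounds plus 3 SD, cut at about 9.9% in these data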;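 note: uninfected addAB+ strain grown without phage in ampicillin broth; 0% = DMSO wells and 100% = ciprofloxacin 0.95 µg/ml wells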
CAL PDZ inh: CAL PDZ peptide-binding inhibitors, primary screen, biochemical, fluorescence polarization, Cer-tagged CAL PDZ, HTS. purified CAL PDZ, TMR-peptide fluorescence polarization, 1 h. Golgi-associated PDZ and coiled-coil motif-containing protein (Homo sapiens), Q9HD26. actives 0.02% (n = 330,000). inhibition, % at 20 µM. AID 504414, 2011;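 active = highest replicate inhibition of at least 40%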;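 note: plate controls were DMSO neutral control wells for no effect and unlabeled competitor peptide control wells for full effect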
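material = purified tagged CAL PDZ domain construct (CerCALP) | compound dosing = 20 µM, one dose | times = 1 h at RT | measured by = fluorescence polarization from S- and P-plane intensities, G-factor corrected | read-out = inhibition from polarization loss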
The depositor's hits bear a star; ? = inconclusive; · = not tested or not shown. Compounds as they come; any-hit rate near 1.9%.

Compound,AddAB inh,PfHsp90 yeast 2,PvdQ inh,Wnt bcat act,Tat transport,Rtt109 HAT inh,DAGLB inhibitor,phage Ecoli inh,E coli growth,CAL PDZ inh
CCSc1ncnc2c(C#N)c3n(c12)CCCCC3,3.2,6.5,-0.6,-2.0,0.9,12.6,-2.8,2.4,0.4,-1.5
COc1ccccc1CC(=O)Nc1ccc(S(=O)(=O)N2CC(C)CC(C)C2)cc1 (configuration not stated),0.6,3.8,-2.3,-1.8,3.9,6.9,-4.6,0.8,0.0,-2.9
COc1cccc(C2=NO[C@@H]3C(=O)N(Cc4ccccc4)C(=O)[C@H]23)c1OC,1.9,·,-16.0,·,-19.1,13.8,-3.0,0.0,-1.3,-0.5
CS(=O)(=O)c1ccc(C(=O)NCC2(N3CCCCC3)CCCCC2)cc1,-0.3,-23.5,-6.7,-5.7,-2.8,4.8,1.1,1.0,-3.0,-0.1
CCN1C(=NCc2ccc(OC)cc2)N[C@@H](c2ccccc2)C(C(=O)OC)=C1C,2.8,7.9,-15.8,0.1,1.9,-3.8,-1.4,2.7,0.9,-6.2
Cc1ccc(S(=O)(=O)NCc2ccccc2)cc1C(=O)NC(C)c1ccc(S(N)(=O)=O)cc1 (configuration not stated),·,-8.8,-0.1,-1.3,1.9,-0.5,1.4,3.3,·,-2.0
Cc1ccc2c(CN3CC(C)CC(C)C3)cc(=O)oc2c1C (configuration not stated),-2.2,-0.2,1.3,-0.9,-1.4,7.0,-7.1,0.6,1.6,0.5
CCOc1ccc(NC(=O)CSc2nc3c(c(=O)n2-c2ccccc2OC)SCC3)cc1,-2.5,-1.3,4.8,-3.2,4.1,3.6,2.8,3.3,-2.3,-0.6
COc1ccc(S(=O)(=O)N(CC(=O)NCC2CCCO2)Cc2ccccc2)cc1 (configuration not stated),1.5,0.6,-6.4,-1.9,2.5,1.1,-3.3,-0.1,0.4,-1.3
Cc1ccccc1NS(=O)(=O)c1cc(C(=O)NCCC2=CCCCC2)ccc1Cl,2.4,·,-16.2,·,7.3,11.6,-4.0,3.0,-0.2,-0.9
O=C(OCc1ccccc1)c1cnc(Cl)c(Cl)c1,0.5,32.6,1.2,3.3,-2.7,-0.7,-7.5,-0.2,0.3,-1.1
O=C1N(c2ccccc2)CCN1c1ccccc1,-0.2,-29.3,-11.8,12.7,3.8,0.2,0.3,1.0,0.1,-0.7
Cc1c(C)c2ccc(OCC(=O)NCCCN3CCCC3=O)cc2oc1=O,1.5,-7.9,-12.2,0.8,7.3,0.4,-2.4,1.9,-1.2,-1.8
O=C(NCCN1CCOCC1)c1ccc(N2CCCC2)c([N+](=O)[O-])c1,0.3,-0.2,3.2,-6.3,-1.4,16.4,0.6,1.6,-0.4,-1.7
CCC(c1nnnn1CCOC)N(Cc1cc2c(C)cc(C)cc2[nH]c1=O)CC1CCCO1 (configuration not stated),-1.3,-4.2,5.1,-1.1,-2.6,-0.8,0.8,1.9,-3.1,0.2
CN(C(=O)c1cc2n(n1)C(C(F)(F)F)CC(c1ccco1)N2)c1ccc(OC(F)(F)F)cc1 (configuration not stated),2.0,-2.3,3.3,·,-2.2,9.2,0.9,2.4,-0.8,-0.5
O=c1nccc(N/N=C/c2ccccc2O)[nH]1,·,-0.7,-16.0,0.5,0.4,0.3,-0.8,2.3,·,-1.6
Cc1ccc(C)c(N2CCN(C(=O)c3cn(C)c4ccc(S(=O)(=O)N(C)C)cc4c3=O)CC2)c1,-1.4,-31.5,5.8,-4.6,0.3,-7.7,0.2,1.2,1.6,0.6
CCOc1ccccc1NC(=O)N1CCC(NC(=O)c2ccccc2C)CC1,4.6,24.4,-9.6,-4.3,2.7,-0.1,2.3,3.5,-0.5,-2.7
CC(=O)Nc1ccc(/C=C(\C#N)C(=O)NC2CCCCC2)cc1,3.7,7.2,-5.4,-0.3,0.5,-3.6,0.5,4.3,0.3,·
CCOC(=O)Nc1ccc2c(c1)N(C(=O)CCCl)c1ccccc1[S@]2=O,0.8,4.5,-10.7,-5.8,11.5,-6.4,0.2,0.1,-0.4,-0.7
O=C(O)CCCNS(=O)(=O)c1ccccc1,-1.7,2.7,-16.9,-0.9,-1.3,-3.3,-0.8,2.2,0.4,-1.9
CNC(=O)c1[nH]cnc1C(=O)N[C@@H](CCCCNC(=O)OC(C)(C)C)C(=O)OC(C)(C)C,1.3,15.0,-10.8,-2.4,-0.6,-0.1,0.2,0.2,1.0,0.5
O=S(=O)(Nc1ncccn1)c1ccc(Cl)cc1,-0.7,10.4,14.2,-0.4,4.5,11.3,-1.9,1.8,-0.8,·
Cc1cc(C)n2nc(SCC(=O)N3CCc4ccccc43)nc2n1,0.8,-4.5,-14.7,-2.5,1.8,1.3,2.5,-0.9,0.6,-3.1
O=C(O)CCCC(=O)Nc1ccc(Br)cc1C(=O)O,0.8,·,-12.6,0.9,6.1,-5.3,1.7,3.5,-3.1,0.4
C#CCNC(=O)C1=C[C@H](C(C)(C)C)C[C@H](OCc2ccc(CO)cc2)O1,-1.0,1.4,-14.7,-2.2,3.2,-4.7,1.7,1.4,3.0,-0.1
CON1C(=O)C(=O)N(OC)C(C)(C)C1C (configuration not stated),0.4,-1.8,-19.0,·,1.9,-11.0,-2.0,2.8,0.2,-2.8
CC(=O)Nc1ccc(S(=O)(=O)N2CCN(Cc3ccccn3)CC2)cc1,-1.8,14.6,-15.8,·,3.0,-2.1,0.9,-3.9,-0.1,-0.8
CN1CCN(C2CCCCC2NS(=O)(=O)c2ccccc2)CC1 (configuration not stated),4.4,-5.8,7.6,-2.5,0.4,?,2.7,1.4,1.6,-1.0
CCCn1nc(NC(=O)C2CCCO2)c2cc3ccc(C)cc3nc21 (configuration not stated),1.3,8.9,-4.5,-0.8,-2.4,2.7,-2.3,3.0,-2.6,-1.1
O=C(CCCCn1c(=O)c2ccccc2n(Cc2ccc(F)cc2Cl)c1=O)NCc1ccco1,0.8,-9.6,9.8,·,-8.1,3.6,-0.1,0.9,-1.8,0.2
Cn1cc2cc(NC(N)=S)ccc2n1,0.9,-14.6,-11.5,1.3,9.6,-1.2,2.8,-1.7,1.2,0.3
CN(/N=C/Cc1nnnn1-c1ccc(Cl)cc1)c1ccccc1,1.6,1.0,-11.6,0.3,-7.5,2.3,2.2,3.3,-1.3,-1.6
Nc1ccc(C(=O)n2c3ccccc3c3ccccc32)cc1,2.1,-15.1,-11.6,·,8.4,2.4,-4.6,3.9,-0.8,·
COC1=CCC2([N+](=O)[O-])CN(CC(=O)O)CC1([N+](=O)[O-])C2 (configuration not stated),2.3,-12.3,-17.5,-0.6,-4.2,-3.5,-0.6,2.7,-1.6,-7.3
O=C1CC(c2ccc(S(=O)(=O)NCc3ccccc3)cc2)CN1 (configuration not stated),3.0,0.3,12.9,1.2,-1.2,-19.6,-0.4,2.0,5.3,0.6
CCOC(=O)c1sc(=S)n(CC)c1NC(=O)c1ccccc1C,1.3,·,·,-0.6,·,·,·,-0.5,-0.3,·
COCCCNC(=O)c1ccc(Cn2c(=O)c3ccccc3n(Cc3ccccc3C#N)c2=O)cc1,1.1,-29.2,-7.9,-13.1,0.8,-6.6,2.2,-0.2,0.3,-4.7
COc1ccc(/C=N/NC(=O)C(C)n2cnc3ccccc3c2=O)cc1 (configuration not stated),2.3,18.0,-4.7,·,27.5,2.0,1.9,3.0,1.9,-0.2
COC(=O)c1ccc(-n2nnnc2SCc2ccccc2OC)cc1,0.1,-12.4,-19.2,·,11.6,-4.0,-9.9,2.1,-0.9,-1.4
CCOc1ccc(/C=N/NC(=O)c2ccccc2O)cc1CN1CC2CC(C1)c1cccc(=O)n1C2 (configuration not stated),0.0,35.1,-8.7,1.0,-1.3,2.4,-1.0,3.4,3.2,-1.4
COc1ccccc1NC(=O)/C=C1\SCC(=O)N1C,4.4,3.0,-3.6,-1.9,-4.4,-4.4,1.2,3.5,0.4,0.0
O=c1[nH]c2ccccc2nc1C(F)(F)C(F)F,2.6,25.4,1.0,·,0.4,13.8,-0.3,1.6,0.2,-0.2
O=C(CSc1nnc(NC(=O)c2ccc(S(=O)(=O)N3CCOCC3)cc2)s1)Nc1ccccc1C(F)(F)F,1.4,-15.4,0.7,-2.3,-6.9,·,-0.1,2.0,0.8,-1.7
CC(/C=C\c1ccccc1)=C/C(=O)O,0.4,-7.4,1.0,13.6,4.4,2.9,-2.7,-1.1,1.1,-0.3
Cc1ccccc1Nc1ncnc2[nH]ncc12,·,15.5,-5.9,-2.7,-9.4,-3.4,-1.7,2.8,·,-0.4
O=C(CCCn1c(=O)c2cccn2c2cccnc21)NCc1cccc(Br)c1,3.7,-42.6,-1.1,-0.4,5.3,0.1,0.7,1.9,-0.5,-1.4
CCOC(=O)c1c(C)[nH]c(C)c1C(=O)COC(=O)c1ccc(Cl)c(S(N)(=O)=O)c1,3.8,·,-11.1,·,0.3,3.9,0.1,-3.6,-0.3,-0.9
Cc1cc(C)c2cccc(N)c2n1,5.6,18.5,-4.5,-2.0,-2.3,·,0.4,1.7,-0.2,-2.2
CN(C)C(=S)c1ccc(N(C)C)cc1,0.4,-17.6,-12.8,1.9,-14.5,-3.4,0.4,-0.7,-1.5,-1.7
CCCN(C(=O)CSc1nc2c(cnn2-c2ccccc2)c(=O)[nH]1)C1CCS(=O)(=O)C1 (configuration not stated),0.0,-18.6,-12.9,0.8,2.7,-0.5,-0.2,2.8,-2.4,-0.8
CN(C)C(=S)N=c1ssc(=S)n1Cc1ccco1,·,-41.1,-1.0,-3.1,2.9,3.0,-2.7,-0.2,·,0.0

Bioassay records deposited in PubChem BioAssay by several laboratories.
